Assay outcomes deposited in PubChem by several laboratories.
hcDAF12 agonist: H. contortus DAF-12 nuclear receptor activators, primary screen, cell-based, luminescence, HEK293, lit1-tk-luc reporter; HEK293 hcDAF-12 lit1-tk-luc reporter; 0% DMSO, 100% Δ7-dafachronic acid; activation, % at 6.8 µM; 370,000 compounds, 1.4% hits;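 active = activation above the mean of all tested compounds plus 3 SD, cut at about 5.5% in these data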;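 note: 100% = response to 3 µM Δ7-dafachronic acid high control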
SMARCA2 activ: SMARCA2 (BRM) function activators, primary screen, cell-based, luminescence, high throughput | 370,000 compounds, 1% hits | MG213 cells, MMTV-luciferase reporter, dexamethasone, overnight | activation, % at 9.1 µM; in the data active = activation above about 7.8%;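 note: 0% = vehicle wells and 100% = reference activator wells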
ssDAF-12 act: S. stercoralis DAF-12 nuclear receptor activators, primary screen, cell-based, luminescence, HEK293, GRIP1 co-expression, lit1-tk-luc. Nuclear hormone receptor DAF-12 (Strongyloides stercoralis). HEK293 ssDAF-12/GRIP1 lit1-tk-luc reporter; % of 3 µM dafachronic acid response. activation, % at 6.8 µM. 370,000 compounds, 1% hits;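 active = activation above the mean over all tested compounds plus 3 SD, cut at about 0.9% in these data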;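 note: 0% = DMSO-only wells and 100% = 3 µM delta7-dafachronic acid wells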
PLCb3 inh: human PLC-beta3 inhibitors, primary screen, biochemical, fluorescence | 370,000 compounds, 0.18% hits | AID 720704, 2013 | Purified PLC-beta3, fluorogenic substrate | 1-phosphatidylinositol 4,5-bisphosphate phosphodiesterase beta-3 (Homo sapiens), Q01970 | inhibition, % at 12.2 µM; in the data active = inhibition above about 11%;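 note: 0% = median of compound wells on plate and 100% = full blocker control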
DAX1 inh-1: DAX1 (NR0B1) inhibitors, primary screen, cell-based, HEK293, Gal4-DAX1, luciferase luminescence. Nuclear receptor subfamily 0 group B member 1 (Homo sapiens), P51843. HEK293 Gal4-DAX1 luciferase reporter. inhibition, % at 6.75 µM. 340,000 compounds, 0.99% hits. AID 504766, 2011;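 active = inhibition above the mean over all tested compounds plus 3 SD, cut at about 4.2% in these data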;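 note: 0% = DAX1-transfected cells with DMSO and 100% = empty-vector control cells with DMSO; inhibition shows as a rise in luminescence from relieved DAX1 repression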
Target sequence (P51843 207-470 limits assumed): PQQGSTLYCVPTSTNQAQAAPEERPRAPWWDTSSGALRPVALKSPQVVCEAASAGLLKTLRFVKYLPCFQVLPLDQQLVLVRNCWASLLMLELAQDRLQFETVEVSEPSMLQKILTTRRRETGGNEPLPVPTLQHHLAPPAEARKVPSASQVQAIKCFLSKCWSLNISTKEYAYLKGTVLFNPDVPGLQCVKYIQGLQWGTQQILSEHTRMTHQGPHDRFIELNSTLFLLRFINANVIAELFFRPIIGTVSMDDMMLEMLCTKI
PG9 binder: binders of HIV-1 gp120 antibody PG9, primary screen, biochemical, TR-FRET. HIV-1 gp120 / PG9 antibody interaction. TR-FRET gp120-PG9 antibody binding. inhibition, % at 6.7 µM. 360,000 compounds, 0.43% hits. AID 624416, 2012; in the data active = inhibition above about 8.5%
sPLA2-III inh: human group III sPLA2 inhibitors, primary screen, biochemical, QFRET, BODIPY PC-A2 liposome substrate; 370,000 compounds, 0.56% hits; Group 3 secretory phospholipase A2 (Homo sapiens), Q9NZ20; AID 743126, 2013; QFRET BODIPY PC-A2 liposome hydrolysis, fluorescence; inhibition, % at 12.2 µM;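 active = inhibition above mean plus 3 SD of compounds lying within the high and low control bounds, cut at about 19% in these data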;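 note: 0% = median of test compound wells and 100% = no enzyme DMSO wells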
Target sequence (Q9NZ20 whole entry, looked up): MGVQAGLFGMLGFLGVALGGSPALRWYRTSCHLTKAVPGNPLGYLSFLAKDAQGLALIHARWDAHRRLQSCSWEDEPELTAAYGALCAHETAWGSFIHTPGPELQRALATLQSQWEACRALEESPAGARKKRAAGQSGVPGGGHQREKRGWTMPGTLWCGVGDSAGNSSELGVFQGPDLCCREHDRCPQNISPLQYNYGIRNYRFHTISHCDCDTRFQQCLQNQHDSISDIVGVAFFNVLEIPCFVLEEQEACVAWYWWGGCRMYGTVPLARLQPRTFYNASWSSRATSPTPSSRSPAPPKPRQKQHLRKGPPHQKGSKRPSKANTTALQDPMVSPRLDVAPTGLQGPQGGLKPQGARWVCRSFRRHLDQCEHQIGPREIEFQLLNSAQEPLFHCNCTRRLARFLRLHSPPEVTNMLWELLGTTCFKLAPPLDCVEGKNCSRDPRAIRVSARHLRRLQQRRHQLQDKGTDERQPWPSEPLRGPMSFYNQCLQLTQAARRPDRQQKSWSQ
GAA850 FXN act: FXN promoter activators, primary screen, cell-based, luciferase luminescence, HEK293 lucGAA850. 360,000 compounds, 0.56% hits. HEK293 lucGAA850 FXN promoter luciferase reporter, 24 h; percent of 10 µM SAHA response. activation, % at 6 µM;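 active = activation above the average of all compounds screened plus 3 SD, cutoff fixed separately per campaign, cut at about 7.5% in these data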;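 note: 0% = DMSO wells and 100% = 10 µM SAHA wells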
DAX1 inh-2: DAX1 (NR0B1) inhibitors on StAR promoter, primary screen, cell-based, luminescence, SF-1 (NR5A1), full-length DAX-1; inhibition, % at 6.8 µM; AID 652010, 2013; 370,000 compounds, 1.1% hits; HEK293T StAR-luciferase reporter, SF-1/DAX-1 repression relief;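 active = inhibition above the mean over all tested compounds plus 3 SD, cut at about 3.6% in these data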;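 note: 0% = DAX-1 cells with DMSO and 100% = cells lacking DAX-1 with DMSO; higher inhibition means more luminescence from relief of DAX-1 repression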
Rev-erbA mod: modulators of Rev-erb alpha DNA binding, primary screen, biochemical, FITC-DNA, fluorescence polarization, uHTS; Rev-erbα–FITC-DNA binding, 90 min; Nuclear receptor subfamily 1 group D member 1 (Homo sapiens), P20393; activity, % at 10 µM; 370,000 compounds, 0.79% hits;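 active = activity above about 14%, limit read from the data; passing the limit was not always enough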;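 note: 0% = DMSO wells with 35 nM protein and 100% = DMSO wells with 750 nM protein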
hgDAF-12 ag: H. glycines DAF-12 receptor agonists, primary screen, cell-based, luminescence, HEK293, GAL4 fusion, UAS-luciferase | 370,000 compounds, 1.8% hits | activation, % at 6.8 µM | AID 687014, 2013 | Nuclear hormone receptor DAF-12 (Heterodera glycines), GAL4 fusion | HEK293 GAL4-hgDAF12 UAS-luciferase reporter, agonist luminescence; normalized to butyrate control;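 active = activation above a cutoff set at the mean of all screened compounds plus 3 SD, cut at about 10% in these data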;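 note: 0% = DMSO wells and 100% = sodium butyrate wells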
* hit, by the source's call; i = inactive; . = no result given.

SMILES	hcDAF12 agonist	SMARCA2 activ	ssDAF-12 act	PLCb3 inh	DAX1 inh-1	PG9 binder	sPLA2-III inh	GAA850 FXN act	DAX1 inh-2	Rev-erbA mod	hgDAF-12 ag
CCOc1cccc(-c2cnc3cccnn23)c1	1.3	5	-0.5	i	.	0.2	3	5.0	6.1*	-2	21*
CC(=O)Nc1ccc(-c2csc(Nc3ccccn3)n2)cc1	5.2	-4	-0.1	-5	2.8	-4.3	-10	4.4	2.6	5	7.4
O=C(COC(=O)Cc1ccc(F)cc1)Nc1ccc2[nH]c(=O)[nH]c2c1	1.3	0	-1.3	-1	0.7	0.1	0	1.3	1.1	-10	1.5
CCC(C(=O)Nc1ccccc1OC)n1c(C(=O)OC)cc2ccsc21 (centres undefined)	4.8	2	0.8	1	0.4	-0.6	-8	0.2	-0.6	3	2.3
Cc1ccc(C(=O)N2CCN(c3ccccn3)CC2)cc1C	-1.1	-2	-1.8	-7	1.5	-0.8	-1	1.9	0.3	0	-0.9
O=C(CCNC(=O)c1ccc(Cl)cc1)NC1CCCc2ccccc21 (centres undefined)	-1.4	-3	-1.6	-6	-1.0	-0.6	-1	-3.5	0.1	2	-8.7
C[C@@H]1C[C@H]2[C@@H]3C[C@H](F)C4=CC(=O)C=C[C@]4(C)[C@@]3(F)[C@@H](O)C[C@]2(C)[C@@]1(O)C(=O)CO	-1.7	-3	-1.3	-1	-1.1	1.2	4	1.3	1.0	-2	-6.0
CCCc1nc2ccccc2c(C(=O)N(CC)CC(=O)NCc2cccs2)c1CC	0.2	5	-1.7	-2	0.2	-1.6	-4	-2.4	0.3	5	-2.3
CCCCc1n[nH]c(=S)n1Cc1ccc(C)cc1	0.3	4	-1.6	1	-0.3	-1.9	17	0.1	-0.7	1	-1.8
CCC(c1nnc(SCC(=O)Nc2cccc(S(N)(=O)=O)c2)n1-c1ccc(OC)cc1)N(C)C (centres undefined)	-1.1	-2	-0.8	3	0.4	0.4	-6	-2.4	-0.1	1	1.4
Cc1ccc(CN(Cc2ccco2)C(=O)c2ccco2)cc1	-1.4	-2	-1.6	-12	0.8	-1.3	-4	2.4	-0.6	-4	-1.4
Cc1cccc(OCC(=O)NCCN2CCOCC2)c1	0.7	0	0.1	1	1.2	-1.0	1	2.6	0.1	5	1.9
COc1ccc(C2C(C#N)=C(N)Oc3cc(O)ccc32)cc1OC (centres undefined)	0.2	2	-1.0	-33	0.1	-1.2	-1	1.7	0.1	-2	-2.6
Cc1cc(C)n(CCC(=O)Nc2cccc(F)c2)n1	-1.9	-1	-1.2	-2	0.7	0.8	2	2.7	0.2	3	0.2
O=C(Nc1cccnc1Cl)c1cccc(F)c1	-2.1	-3	-0.5	-5	.	-1.1	-4	.	-0.1	2	0.7
Cc1ccc(C(=O)NCC(=O)OCC(=O)NC2CCCCCCC2)cc1	-2.0	-2	-1.0	-7	0.6	-1.7	0	-0.3	-0.2	-6	1.3
CC(NC(=O)C1CCN(C(=O)c2cccs2)CC1)c1ccc(S(N)(=O)=O)cc1 (centres undefined)	-0.8	-2	-0.8	-4	-0.7	-1.3	4	0.5	0.4	10	0.9
CC(=O)N1CC=CC1(C)C(=O)O (centres undefined)	0.5	0	-1.5	-3	0.6	-0.3	8	2.1	-0.1	0	0.5
COc1cccc(C2(O)CCN(C(=O)C3CCC3)CC2)c1	-0.2	-3	-0.9	6	-0.4	-1.9	6	-2.1	-0.2	0	-3.2
COc1ccccc1NC(=O)c1ccc(NC(=O)CSc2n[nH]c(N)n2)cc1	-0.5	1	-1.5	-1	0.1	-3.2	-10	2.0	0.0	3	2.7
COc1ccccc1N1CCN(C(=O)CNC(=O)Cn2cnc3sc(C)c(C)c3c2=O)CC1	-2.0	-4	-0.5	-10	0.4	0.1	3	1.2	-0.4	-2	0.0
COc1cccc(Oc2c(C)oc3c(CN4CCCC4)c(O)ccc3c2=O)c1	-0.7	-2	-1.2	i	-0.5	0.7	-3	-0.8	-0.2	-3	-2.6
O=C(NCc1ccco1)c1cc(-c2ccccc2)nn1CC1CC(c2cccnc2)=NO1 (centres undefined)	0.6	0	-0.8	0	-0.2	-0.2	1	0.3	-0.2	0	0.5
NC(=O)c1ccc(N2CCOCC2)nc1	0.9	0	-1.0	4	0.8	0.2	4	0.2	0.0	-2	1.6
Cc1cnc(NC(=O)C(C)N2CCN(C)CC2)s1 (centres undefined)	-1.2	-2	-1.7	-2	1.8	0.2	4	1.5	0.6	-1	-0.9

Three entries already listed, ordered by their value in PG9 binder, rising:
smiles | PG9 binder
Cc1ccc(CN(Cc2ccco2)C(=O)c2ccco2)cc1 | -1.3
COc1ccccc1N1CCN(C(=O)CNC(=O)Cn2cnc3sc(C)c(C)c3c2=O)CC1 | 0.1
NC(=O)c1ccc(N2CCOCC2)nc1 | 0.2

Later entries.
SMILES	hcDAF12 agonist	SMARCA2 activ	ssDAF-12 act	PLCb3 inh	DAX1 inh-1	PG9 binder	sPLA2-III inh	GAA850 FXN act	DAX1 inh-2	Rev-erbA mod	hgDAF-12 ag
COc1ccc(NC(=O)COc2nsnc2N2CCCCC2)cc1	0.6	-1	-1.2	-2	-0.6	-3.2	-6	2.1	-0.8	2	-0.9
COc1cc(C(=O)OCC(=O)NC2CCS(=O)(=O)C2)ccc1OCc1c(C)noc1C (centres undefined)	-0.1	-3	-1.0	0	2.3	-0.1	3	-0.5	-0.2	1	4.5
CC(C)CNC(=O)CC(c1ccccc1)c1ccccc1	0.1	-3	-1.3	6	-0.5	-1.3	0	0.5	0.1	-2	1.4
CC1CC(C)CN(C(=O)c2cc(S(=O)(=O)N3CCCCC3)ccc2Cl)C1 (centres undefined)	-1.8	-4	-1.4	-9	-0.1	-0.7	6	-2.1	-2.0	-1	-1.6
COc1ccc(-n2nnc3c(SCC(=O)N4CCCc5ccccc54)ncnc32)cc1	-2.5	-2	-1.3	-9	6.3*	1.0	2	0.4	0.7	-1	-3.9
COc1ccc(-c2cccc(-c3nc4ccc(Cl)cn4c3NC3CCCCC3)c2)cc1	0.5	2	-0.9	-46	1.0	1.1	8	0.3	-0.2	2	-1.0
C=CCNC(=O)c1cc2cccc(OC)c2oc1=O	-2.4	2	-1.0	-113	-0.1	-0.4	2	2.6	0.8	-2	1.9
CC1=NN(c2ccc(C(F)(F)F)cn2)C(=O)C1	2.1	3	-1.1	6	0.7	-1.3	-1	2.9	0.3	1	2.0
CC1CCCCN1S(=O)(=O)c1ccc(C(=O)Nc2nnc(-c3ccccn3)o2)cc1 (centres undefined)	0.3	0	-1.4	-3	0.0	-1.6	-8	0.2	-0.3	6	2.2
CC(C)CC1(C)NC(=O)N(Cc2cc([N+](=O)[O-])cc3c2OCOC3)C1=O (centres undefined)	-1.2	-1	-0.6	2	1.7	-1.1	-2	1.9	0.3	-2	1.8
Cc1ccc(NC(=O)C2CC2)cc1S(=O)(=O)N1CCOCC1	0.9	-1	-0.8	4	-1.7	2.7	1	0.8	-1.2	6	-1.3
CCOc1ccc(C2=[N+]([O-])C(C)(C)N(O)C2(C)C)cc1	-1.5	5	-0.5	5	0.6	0.3	6	-0.2	0.1	4	0.0
O=C1CCC[C@@H]2C[C@@]3(C[C@@H]4CCN1[C@H]24)Nc1cc(Cl)ccc1NC3=NC1CCCCC1	1.3	1	-0.3	3	-0.4	1.0	-1	-0.5	-0.5	2	0.7
CC(SC1=Nc2ccccc2C2CC=NN12)C(=O)NC1(C#N)CCCCC1 (centres undefined)	-1.6	-2	-1.2	-2	-1.4	0.1	-12	1.2	-2.0	-2	1.1
O=C(Cn1nc(C(F)F)cc1C(F)F)NNC(=S)Nc1ccc(Cl)cc1	-2.2	-2	-2.3	-1	-0.7	0.2	-3	-3.5	0.8	6	1.4
CCOC(=O)C1(Cc2ccc(OC)cc2)CCN(C(=O)c2cc(C)on2)CC1	0.2	0	-1.1	-4	0.7	0.3	-6	1.9	-0.2	5	0.9
O=C1CN(C(=O)COC(=O)c2cccc(S(=O)(=O)NCc3ccccc3)c2)c2ccccc2N1	-2.6	-3	-0.9	1	-0.8	1.2	-23	-0.9	-0.5	4	0.7
O=C(CSc1ccc(-c2ccco2)nn1)NCc1ccccc1	0.1	-1	-1.0	-6	0.8	-0.6	-5	-0.9	1.0	5	2.5
CCCc1cc(C(=O)Nc2ccccc2SC)no1	2.8	5	0.0	3	0.2	-1.0	3	0.0	0.5	-1	6.9
CCOC(=O)c1nc2sc(C)c(C)c2c(=O)[nH]1	-1.4	-2	-1.6	-464	0.3	0.4	3	1.3	0.3	4	-2.1
C=CCn1c(SCC(=O)N(C)C2CCS(=O)(=O)C2)nnc1-c1ccncc1 (centres undefined)	-0.2	-1	-1.4	-1	0.4	0.7	3	1.9	0.2	-6	-2.1
Cc1ccc(OCC(=O)N2N=C(c3ccncc3)CC2(O)C(F)(F)F)cc1C (centres undefined)	-0.7	-6	-0.8	0	2.4	-0.1	-16	0.2	0.1	-1	0.1

Just DAX1 inh-1 and SMARCA2 activ, for some of the entries so far:
mol	DAX1 inh-1	SMARCA2 activ
COc1cc(C(=O)OCC(=O)NC2CCS(=O)(=O)C2)ccc1OCc1c(C)noc1C (centres undefined)	2.3	-3
COc1ccc(NC(=O)COc2nsnc2N2CCCCC2)cc1	-0.6	-1
Cc1ccc(OCC(=O)N2N=C(c3ccncc3)CC2(O)C(F)(F)F)cc1C (centres undefined)	2.4	-6
COc1ccc(-n2nnc3c(SCC(=O)N4CCCc5ccccc54)ncnc32)cc1	6.3*	-2
